Compound activity as filed in PubChem BioAssay.
NOD1 inhibition: NOD1 signaling inhibitors, primary screen, cell-based, luminescence, uHTS (AID 1578); NOD1-driven NF-kB luciferase reporter cells, luminescence; higher % means a stronger effect; inhibition, % at 4 µM, or EC50 in µM where a hit was titrated; 290,000 tested, 1% active; in the data active = inhibition mostly above about 36%, no sharp cut-off; inactive = mostly below about 34%;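 also: HEK-293T reporter cells stimulated with the NOD1 agonist gamma-tri-DAP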
KOR beta-arrestin-1: kappa opioid receptor activators – cell-based, luminescence, uHTS, primary screen (AID 1777); 280,000 tested, 0.02% active; one-dose activation, % at 10 µM; EC50 in µM for titrated hits; KOR beta-arrestin recruitment, luminescence; higher % means a stronger effect; in the data active = activation above about 50%, passing the limit was not always enough; also: a part of the inactive calls stands beside numbers as strong as those of hits
TNAP activators: stimulation of alkaline phosphatase TNAP activity – biochemical, luminescent, no phosphate acceptor, uHTS, primary screen (AID 1001); purified TNAP, luminescent activation assay, no phosphate acceptor; higher activation fold means a stronger effect; activation fold at 20 µM, or EC50 in µM where a hit was titrated; 200,000 tested, 0.03% active; in the data active = activation fold from about 3, or a potency from the dose series; inactive = the rest, 99 in 100 with activation fold below about 1.6; also: many of its hits are not listed in these tables
KOR beta-arrestin-2: KOR antagonists, beta-arrestin recruitment, cell-based, luminescence, uHTS (AID 1778); KOR beta-arrestin recruitment, luminescence, antagonist mode; higher % means a stronger effect; inhibition, % at 10 µM, or IC50 in µM where a hit was titrated; 290,000 tested, 0.091% active; also: strong numbers were not always called active
LYP inhibition: PTPN22 lymphoid phosphatase activity blockers – biochemical, fluorescence intensity, uHTS (AID 1779). recombinant LYP phosphatase, fluorescence intensity; higher % means a stronger effect. one-dose inhibition, % at 11.5 µM; IC50 in µM for titrated hits. 290,000 tested, 0.054% active;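 also: plate controls were vehicle with enzyme for no effect and no enzyme for full effect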
NOD2 inhibition: NOD2 signaling inhibitors, cell-based, luminescence, uHTS, HEK293 (AID 1566); 290,000 tested, 0.63% active; one-dose inhibition, % at 4 µM; EC50 in µM for titrated hits; HEK293 NOD2/NF-kB luciferase reporter, luminescence; higher % means a stronger effect; also: many of its hits are not listed in these tables
XIAP displacement: XIAP antagonists, biochemical, IAP family, fluorescence polarization (AID 1018); 200,000 tested, 0.007% active; XIAP BIR domain, fluorescence polarization peptide displacement; higher % means a stronger effect; displacement, % at 20 µM, or IC50 in µM where a hit was titrated; in the data active = displacement above about 50%; also: a part of the inactive calls stands beside numbers as strong as those of hits
PMI inhibition: human PMI inhibitors, high substrate, primary screen, biochemical, fluorescence intensity, high mannose 6-phosphate (AID 1220); recombinant PMI enzyme, coupled fluorescence intensity; higher % means a stronger effect; inhibition, % at 20 µM; hits with a dose series show IC50 in µM; 190,000 tested, 0.66% active
human PMI inhibition: MPI enzyme activity inhibition – biochemical, fluorescence intensity, coupled assay, primary screen (AID 1209); inhibition, % at 20 µM, or IC50 in µM where a hit was titrated; purified PMI enzyme, coupled fluorescence intensity; higher % means a stronger effect; 190,000 tested, 0.42% active;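 also: plate controls were DMSO vehicle for no effect and wells lacking substrate for full effect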
Starred values were filed as active, the others as inactive; · = not tested or not shown; [ ] = dose if it differs, or a comment. Rule as the data show it, unless noted: active = inhibition above about 50%; inactive = the rest. Not all compounds are listed, so the mix of outcomes need not match the whole.

SMILES	NOD1 inhibition	KOR beta-arrestin-1	TNAP activators	KOR beta-arrestin-2	LYP inhibition	NOD2 inhibition	XIAP displacement	PMI inhibition	human PMI inhibition
Cn1c(NCC2CCCO2)nc2c1c(=O)n(Cc1ccccc1)c(=O)n2C (configuration not stated)	-32%	-4.1%	1	-43%	-2%	6%	-6.8%	-6%	-17%
CCC1CCCCN1C(=O)Cn1c(C(=O)OC)cc2sc(Cl)cc21 (configuration not stated)	-17%	-0.3%	1.2	15%	0%	-4%	-4.7%	4%	5%
Cc1ccc(C(=O)CSc2nnc(-c3c[nH]c4ccccc34)o2)cc1	0%	-1.1%	1.1	11%	-10%	24%	-6.2%	3%	6%
Cn1c(C(=O)N2CCCC(C(=O)O)C2)cc2sccc21 (configuration not stated)	2%	-1.1%	1.1	-5%	-4%	7%	-4.3%	1%	3%
Cn1cc(Br)c(C(=O)NC2CCCCCC2)n1	2%	-2.1%	·	15%	-8%	5%	·	·	·
O=C(CSc1nnc(-c2ccco2)o1)N1CCCCC1	-47%	-1.3%	·	25%	-6%	4%	·	·	·
Cc1cc(NC(=O)COc2ccc(Cl)cc2Cl)n(CCC#N)n1	-9%	14%	1	-12%	-4%	-2%	-4.5%	13%	10%
Cc1ccc(C(C)C)cc1OCC(=O)N/N=C/c1ccc2c(c1)OCCO2	-4%	9.6%	1	-27%	1%	17%	-5.0%	15%	18%
CCOCC(=O)OCC(=O)NC12CC3CC(CC(C3)C1)C2	-39%	-1.5%	1.1	8%	-5%	4%	-3.3%	-8%	-8%
COc1cc(S(=O)(=O)N2CCCC3(CCCCC3)C2)ccc1-n1cnnn1	25%	-5.4%	1	-25%	-2%	8%	-4.8%	-4%	0%
Cc1nc(S(=O)(=O)N2CCN(C3c4ccccc4-c4ccccc43)CC2)cn1C	-8%	3.9%	·	1%	-5%	11%	·	·	·
O=C(Nc1ccccc1N1CCOCC1)c1cc2ccccc2o1	5%	3.3%	·	-27%	-11%	-5%	·	·	·
CC(=O)c1sc(NC(=O)COc2c(C)cc(Cl)cc2C)nc1C	-28%	4.6%	1	-10%	12%	-35%	-3.6%	5%	11%
Cc1nc(Nc2ccccc2)sc1C(=O)Nc1ccccc1	-12%	-2.4%	·	1%	0%	-42%	·	·	·
CCOc1cc(N2CCOCC2)c(OCC)cc1NC(=O)CN1C(=O)NC2(CCc3ccccc32)C1=O (configuration not stated)	2%	-2.7%	1	5%	-6%	10%	-6.7%	9%	8%
COc1ccc(-c2nc(-c3ccc(NC(=O)c4ccncc4)cc3)no2)cc1OC	40%	-1.3%	1	-7%	-6%	28%	-3.2%	7%	5%
CC(=O)NCCc1ccc(S(=O)(=O)Nc2ccc(C)c(S(=O)(=O)N3CCOCC3)c2)cc1	-7%	-6.8%	·	13%	-5%	9%	·	·	·
COc1ccc(/C=C/C(=O)NC2CC3CCC2C3)cc1 (configuration not stated)	-28%	-8.7%	·	7%[20 µM]	-6%	-9%	·	·	·
S=C(NCc1ccc2c(c1)OCO2)Nc1ccc(-c2nc3ccccc3[nH]2)cc1	-42%	2.8%	1.2	8%	4%	-16%	-3.0%	-5%	-5%
O=C(NC1CC1)c1scc2c1OCCO2	9%	-3.2%	1.2	4%	-6%	23%	-1.2%	-2%	3%
CCOc1ccccc1CN1CCNC(=O)C1CC(=O)NCCCn1cccn1 (configuration not stated)	6%	0.9%	·	10%	-15%	10%	·	·	·
CN(C(=O)CN1CCN(c2ccc([N+](=O)[O-])cn2)CC1)c1ccccc1	-12%	2.4%	·	2%	-5%	13%	·	·	·
O=c1[nH]c2ccccc2nc1-c1ccc(Cl)cc1	-6%	1.0%	·	-4%	-2%	-54%	·	·	·
CN1CCNC(=O)C1CC(=O)NCC1(c2ccccc2)CCCCC1 (configuration not stated)	-25%	-4.8%	1.1	-4%	-9%	7%	-2.6%	4%	-1%
CCOC(=O)N1CCC(N2C(=O)c3ccc(C(=O)Nc4ccc(F)cc4F)cc3C2=O)CC1	-9%	-1.6%	0.9	-11%	-6%	13%	-4.0%	4%	-2%
O=C(N/N=C/c1ccncc1)c1ccc(NS(=O)(=O)c2cccs2)cc1	-1%	-1.6%	1.1	9%	-2%	22%	-1.0%	-5%	-9%
CC(=O)c1ccc(NC(=O)C(C)N(C)CC(=O)Nc2ccc(Cl)cc2)cc1 (configuration not stated)	-40%	0.1%	1	0%	-21%	-3%	-2.8%	-2%	4%
O=C(CN1C(=O)c2ccccc2C1=O)Nc1ccc(Cl)cn1	-4%	-8.0%	1.1	6%	-14%	19%	-4.2%	-20%	-20%
COc1cccc(/C=C2\NC(=O)NC2=O)c1O	-4%	-1.3%	·	-23%	-1%	0%	·	·	·
COc1ccccc1/C=C(\NC(=O)c1ccc(OC)c(OC)c1)C(=O)Nc1cccc([N+](=O)[O-])c1	-11%	0.4%	1	-2%	6%	13%	-8.8%	-3%	3%
O=C(NC12CC3CC(CC(C3)C1)C2)C1CCCN1C(=O)NC1CCCCC1 (configuration not stated)	-13%	-3.0%	1.1	15%	2%	-2%	-2.5%	17%	14%
CC(=O)Nc1cccc(NC(=O)CCn2cnc3cc(C)c(C)cc32)c1	-11%	1.4%	1.1	3%	-7%	6%	-7.1%	10%	6%
N#Cc1c(-c2ccccc2)nc(SCc2ccc(Cl)cc2)[nH]c1=O	-2%	-0.9%	·	-32%	-4%	25%	·	·	·
Cc1ccc(-n2c(-c3ccncc3)nnc2-c2ccco2)cc1	-6%	-8.8%	1.1	-3%	-4%	-8%	-1.0%	5%	5%
Cc1ccc([N+](=O)[O-])cc1N(CC(=O)Nc1ccc(S(=O)(=O)Nc2cccc(C(F)(F)F)c2)cc1)S(C)(=O)=O	-31%	-1.7%	1	30%	-4%	-16%	-4.0%	15%	22%
CCCCP(=O)(CCCC)CCP(=O)(c1ccccc1)c1ccccc1	-13%	-4.5%	1.1	-23%	-6%	-1%	-8.6%	3%	6%
Cc1[nH]c2ccccc2c1C(=O)COC(=O)Cn1c(C)nc2ccccc21	23%	2.5%	1	4%	-3%	13%	-5.4%	10%	8%
Cc1cc2ccccn2c1C(=S)NC(=O)c1ccccc1	-58%	2.5%	0.8	-4%	-2%	-18%	-1.9%	10%	3%
Cc1ccc2nc(SCC(=O)Nc3cc([N+](=O)[O-])ccc3F)[nH]c2c1	-34%	-2.2%	1.1	1%	-1%	-2%	-14%	13%	23%
CCOC(=O)c1c(/N=C/C2=C(O)CCCC2=O)sc(C)c1C	-14%	1.6%	0.9	-18%	2%	12%	-15%	13%	6%

7 compounds from above, ordered by number of heavy atoms, smallest number first:
SMILES	NOD1 inhibition	KOR beta-arrestin-1	TNAP activators	KOR beta-arrestin-2	LYP inhibition	NOD2 inhibition	XIAP displacement	PMI inhibition	human PMI inhibition
COc1cccc(/C=C2\NC(=O)NC2=O)c1O	-4%	-1.3%	·	-23%	-1%	0%	·	·	·
O=C(CN1C(=O)c2ccccc2C1=O)Nc1ccc(Cl)cn1	-4%	-8.0%	1.1	6%	-14%	19%	-4.2%	-20%	-20%
N#Cc1c(-c2ccccc2)nc(SCc2ccc(Cl)cc2)[nH]c1=O	-2%	-0.9%	·	-32%	-4%	25%	·	·	·
Cc1ccc2nc(SCC(=O)Nc3cc([N+](=O)[O-])ccc3F)[nH]c2c1	-34%	-2.2%	1.1	1%	-1%	-2%	-14%	13%	23%
CN(C(=O)CN1CCN(c2ccc([N+](=O)[O-])cn2)CC1)c1ccccc1	-12%	2.4%	·	2%	-5%	13%	·	·	·
CC(=O)c1ccc(NC(=O)C(C)N(C)CC(=O)Nc2ccc(Cl)cc2)cc1 (configuration not stated)	-40%	0.1%	1	0%	-21%	-3%	-2.8%	-2%	4%
COc1ccccc1/C=C(\NC(=O)c1ccc(OC)c(OC)c1)C(=O)Nc1cccc([N+](=O)[O-])c1	-11%	0.4%	1	-2%	6%	13%	-8.8%	-3%	3%

(listing goes on)
SMILES	NOD1 inhibition	KOR beta-arrestin-1	TNAP activators	KOR beta-arrestin-2	LYP inhibition	NOD2 inhibition	XIAP displacement	PMI inhibition	human PMI inhibition
CCc1ccc(OCc2ccc(C(=O)O)o2)cc1	-5%	-3.7%	·	-13%	-4%	-104%	·	·	·
CCOC1=C/C(=C/c2c(N)n3nc(-c4ccccc4)sc3nc2=O)C=CC1=O	-10%	-5.6%	0.6	-49%[20 µM]	-1%	27%	-15%	30%	16%
CNc1nc(-c2ccc3c(c2)CCN3C(=O)c2ccccc2C)cs1	-43%	-11%	1.1	-51%[20 µM]	-4%	-107%	-2.7%	3%	12%
Cc1ccc(-c2cc(Cc3ccccc3)c(=O)[nH]n2)cc1	-11%	3.5%	·	0%	-6%	11%	·	·	·
CCC(C)(C)NC(=O)CN(C(=O)c1csnn1)c1cccc2c1CCCC2	-9%	-0.6%	1.1	2%	-4%	-2%	1.9%	-3%	-3%
COc1cccc(OCc2cc(/C=N/Nc3ccc(C(=O)O)cc3)ccc2OC)c1	-13%	3.8%	·	5%	1%	-93%	·	·	·
O=C(COC(=O)c1ccc(O)cc1)Nc1ccccc1-c1ccccc1	34%	5.4%	1.1	-55%	-6%	12%	-9.0%	3%	14%
CCCCOC(=O)c1ccc(NC(=O)C(=O)NCc2ccccn2)cc1	-5%	-3.2%	·	32%	-4%	12%	·	·	·
O=C(/C(C=Nc1cc2c(oc1=O)CCCC2=O)=C(\O)c1ccccc1)c1ccccc1	-16%	-3.8%	0.8	17%[20 µM]	2%	18%	-4.9%	-33%	-32%
CCC1Oc2ccccc2C(=O)N(CC(=O)c2ccc3c(c2)OCCO3)C1=O (configuration not stated)	-22%	4.5%	·	-40%	-3%	15%	·	·	·
CC(C)Cc1cc(C(=O)Nc2cccnc2)no1	-68%	1.2%	1.1	-1%	-7%	-88%	-14%	10%	4%
Cc1cc(=O)oc2cc(OCC(=O)N3CC[C@@]4(O)CCCC[C@H]4C3)c(Cl)cc12	-42%	1.7%	·	-4%[20 µM]	6%	12%	·	·	·
O=C(COC(=O)c1sc2ccccc2c1Cl)NC1CCCCC1	-6%	-3.9%	1.1	10%	-6%	0%	0.6%	-11%	-14%
O=C(NCCCn1ccnc1)Nc1cccc(Cl)c1	-17%	-2.7%	1.1	-19%	-4%	5%	-2.5%	13%	13%
COc1cc(/C=C/C(=O)OCC(=O)NC2CC2)cc(S(=O)(=O)N2CCc3ccccc32)c1OC	34%	2.3%	1	-34%	-7%	15%	-8.7%	8%	1%
COc1ccc(/C=C2\Oc3cc(OCC(=O)N4CC(O)C[C@H]4C(=O)O)ccc3C2=O)cc1OC (some centres not stated)	-30%	-3.2%	·	-26%[20 µM]	0%	12%	·	·	·
O=C(Nc1cc(C(F)(F)F)ccc1-n1cncn1)c1ccc(-c2ccccc2)cc1	-1%	-4.3%	1.1	-19%	2%	9%	-4.3%	4%	7%
CCCC(=O)Nc1cc(C)c(NC(=O)c2ccncc2)cn1	1%	-8.3%	1.2	-15%	-7%	12%	-1.6%	11%	2%
CSc1ncccc1C(=O)Nc1nnc(C2CC2)s1	-13%	-5.2%	1.1	2%	-3%	17%	-4.1%	-3%	-10%
CCCCCCCCSc1n[nH]c(N)n1	5%	6.1%	1	-32%	3%	12%	0.9%	19%	21%
CCc1cccc(NC(=S)N(CCN(C)C)C2CCN(C(C)C)CC2)c1	10%	-2.3%	·	-3%	-10%	22%	·	·	·
Clc1ccc(N2CCN(/N=C/c3ccncc3)CC2)cc1	6%	2.8%	·	26%	-2%	22%	·	·	·
CN1C(=O)C(=O)/C(=C(/O)c2ccc(Br)cc2)C1c1ccccc1F (configuration not stated)	-1%	-1.6%	·	9%	-3%	-11%	·	·	·
COc1cc(/C=N/Nc2ccc(S(N)(=O)=O)cc2)cc(OC)c1OC	-38%	-11%	1.1	-7%	-3%	11%	-4.0%	12%	9%
